Compound activity as filed in PubChem.
Apaf1 inhib: blocks human Apaf-1 apoptosome activity. O14727. reconstituted apoptosome caspase-3 activity, DEVD-Rh110 fluorescence. inhibition, % at 20 µM. hit rate 0.71% among 330,000. AID 489030; active means inhibition of at least 40% at 20 µM;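 further: plate controls were DMSO wells for no effect and DEVD-CHO caspase inhibitor wells for full effect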
Target sequence (O14727 whole entry, looked up): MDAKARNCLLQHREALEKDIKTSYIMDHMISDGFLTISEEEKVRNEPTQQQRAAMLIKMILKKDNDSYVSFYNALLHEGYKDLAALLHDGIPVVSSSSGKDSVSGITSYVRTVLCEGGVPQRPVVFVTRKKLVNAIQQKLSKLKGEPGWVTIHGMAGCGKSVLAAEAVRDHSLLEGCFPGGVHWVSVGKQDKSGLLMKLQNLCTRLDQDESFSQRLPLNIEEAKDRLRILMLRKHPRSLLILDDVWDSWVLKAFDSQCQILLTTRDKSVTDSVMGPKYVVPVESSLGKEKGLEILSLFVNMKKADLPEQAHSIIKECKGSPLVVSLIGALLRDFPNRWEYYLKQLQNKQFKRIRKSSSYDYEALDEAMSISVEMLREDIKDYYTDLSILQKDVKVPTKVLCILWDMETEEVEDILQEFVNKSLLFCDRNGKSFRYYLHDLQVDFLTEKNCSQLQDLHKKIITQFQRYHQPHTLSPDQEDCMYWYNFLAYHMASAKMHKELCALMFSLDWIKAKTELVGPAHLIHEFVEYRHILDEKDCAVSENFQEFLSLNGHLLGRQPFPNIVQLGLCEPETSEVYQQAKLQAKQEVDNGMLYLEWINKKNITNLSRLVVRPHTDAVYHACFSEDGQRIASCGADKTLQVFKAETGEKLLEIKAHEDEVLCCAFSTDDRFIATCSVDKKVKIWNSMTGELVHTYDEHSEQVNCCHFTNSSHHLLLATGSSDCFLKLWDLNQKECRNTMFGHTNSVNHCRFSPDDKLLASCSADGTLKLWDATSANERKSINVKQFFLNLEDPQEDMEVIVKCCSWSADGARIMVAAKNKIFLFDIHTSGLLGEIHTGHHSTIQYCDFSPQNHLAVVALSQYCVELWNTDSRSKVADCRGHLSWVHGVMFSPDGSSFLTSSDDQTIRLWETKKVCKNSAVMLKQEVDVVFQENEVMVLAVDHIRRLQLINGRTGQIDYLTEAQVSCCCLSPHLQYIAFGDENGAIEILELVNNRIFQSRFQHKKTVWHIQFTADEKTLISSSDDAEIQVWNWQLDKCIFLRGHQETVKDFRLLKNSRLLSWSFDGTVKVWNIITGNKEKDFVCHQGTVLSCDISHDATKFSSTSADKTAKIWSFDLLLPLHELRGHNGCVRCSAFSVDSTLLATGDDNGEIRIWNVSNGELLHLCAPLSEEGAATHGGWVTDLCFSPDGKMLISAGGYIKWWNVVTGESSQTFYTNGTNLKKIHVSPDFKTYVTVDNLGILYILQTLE
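System: reconstituted apoptosome with Apaf-1, cytochrome c, caspase-9, procaspase-3, dATP; Signal: Rh110 fluorescence intensity; Schedule: 30 min compound preincubation, 50 min activation, room temperature; Reagent: cytochrome c trigger plus (Z-DEVD)2-Rh110 caspase-3 substrate.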
NALP3 yeast inh: NALP3 inhibition in yeast; Yeast reconstituted NLRP3/ASC/caspase-1, beta-gal luminescence, 24 h; inhibition, % at 10 µM; hit rate 0.39% among 330,000; AID 2825;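 active means inhibition of 50% or more; inactive means inhibition below 50%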;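 further: plate controls were induced DMSO wells for no effect and uninduced yeast grown without galactose for full effect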
PfG6PD inh: PfG6PD (Plasmodium falciparum) enzyme inhibition; inhibition, % at 20 µM; PfGluPho enzyme, NADPH resazurin-diaphorase fluorescence; AID 504690; hit rate 0.78% among 350,000;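 active means inhibition reaching at least a set limit at 20 µM in the primary screen, cut at about 59% in these data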;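 further: 0% = DMSO wells with substrate and 100% = DMSO wells lacking glucose-6-phosphate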
SENP7 block: blocks the human protease SENP7. recombinant SENP7, Z-RLRGG-aminoluciferin luminescence, 40 min. inhibition, % at 5 µM. AID 434973. hit rate 1.5% among 330,000. Q9BQF6;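 active means inhibition above about 50% at the single test dose, limit read from the data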;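 further: plate controls were DMSO with enzyme for no effect and no enzyme buffer wells for full effect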
SENP8 block-1: inhibitors of human SENP8 protease. purified SENP8, Z-RLRGG-aminoluciferin cleavage, luminescence. inhibition, % at 10 µM. hit rate 1.2% among 330,000. AID 2540; in the data active means inhibition above about 50%
SENP8 block-2: blocks human SENP8 cleavage of Nedd8 substrate; inhibition, % at 20 µM; recombinant SENP8, Nedd8 substrate fluorescence; AID 602440; hit rate 0.64% among 360,000; in the data active means inhibition mostly above about 40%, no sharp cut-off; inactive means mostly below about 27%
SENP1 FRET inh: SENP1 (human) catalytic domain inhibition; recombinant SENP1 catalytic domain, CyPet-SUMO1-YPet FRET cleavage; inhibition, % at 10 µM; hit rate 0.21% among 360,000;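 active means inhibition at least 30% at 10 µM, raw YFP signal under a set limit, fluorescence ratio 0.5 to 1.5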;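 further: 0% = enzyme with DMSO and 100% = no enzyme wells; some results filed as inactive read as strong as hits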
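Test system: recombinant human SENP1 catalytic domain, His6-tagged / Medium: pH 8 Tris buffer with EDTA, NaCl, BME, BSA, NP40, catalase / Also added: SUMO1 FRET substrate flanked by Cypet and Ypet, 25 nM / Times: 50 min reaction at room temperature / Signal: FRET, CFP and YFP emission / Control set: no-enzyme low control and enzyme-plus-DMSO high control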
SENP6 block: inhibitors of human SENP6 protease; Q9GZR1; Recombinant SENP6 catalytic domain, aminoluciferin luminescence; inhibition, % at 10 µM; hit rate 1.8% among 330,000;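 active means inhibition above about 50% at the single tested dose, limit read from the data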;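 further: plate controls were DMSO wells with enzyme for no effect and DMSO wells lacking enzyme for full effect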
HKDC1 inh: HKDC1 (human) hexokinase inhibition. Q2TB90. recombinant HKDC1, G6PDH/diaphorase resazurin coupled fluorescence. inhibition, % at 20 µM. hit rate 0.16% among 340,000. AID 493160;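 active means inhibition above about 35% when tested at 20 µM, limit read from the data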;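 further: plate controls were DMSO wells with enzyme for no effect and DMSO wells lacking enzyme for full effect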
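Assay system – recombinant HKDC1 (HK5) hexokinase enzyme, produced in-house · Input – HKDC1 at 5 µg/mL · Reagent – glucose plus 1 mM ATP as hexokinase substrates · Timing – 90 min reaction incubation at room temperature, dark · Measured by – G6PDH/diaphorase-coupled fluorescence, 1 mM NADP, 100 µM resazurin, 525/613 nm · Benchmarks – DMSO-enzyme wells negative, buffer-substituted wells positive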
* marks the source's active call; other numbers are inactive results; · = not tested or not shown. Hits appear at their usual frequency, and some 4.1% of all compounds hit somewhere here.

(1) CCN(C(=O)CN1C(=O)NC2(CCCc3ccccc32)C1=O)c1ccc(F)cc1 (stereo not drawn)
(2) CCOC(=O)c1c(NC(=O)COc2ncnc3ccccc23)sc(C)c1CC
(3) Cc1ccc(C(=O)O/N=C(\N)c2cccc([N+](=O)[O-])c2)cc1
(4) COc1ccc(NC(=O)N[C@@H](CCSC)C(=O)O)cc1Cl
(5) CCS(=O)(=O)N1CCN(c2ccc([N+](=O)[O-])c(N3CCOCC3)c2)CC1
(6) CC(=O)c1cc(C#N)c(SCc2ccccc2)nc1C

assay / entry	1	2	3	4	5	6
Apaf1 inhib	11.9	14.4	-22.4	-14.4	7.4	12.2
NALP3 yeast inh	15.0	11.9	19.8	9.5	19.1	22.7
PfG6PD inh	1.3	18.3	37.2	0.6	17.1	-8.5
SENP7 block	-8.2	-5.3	49.3	-2.9	-10.2	-5.4
SENP8 block-1	-3.1	-3.0	12.4	-2.1	-10.7	-13.2
SENP8 block-2	4.8	-20.1	14.5	22.3	37.8	4.2
SENP1 FRET inh	-2.7	-3.4	5.4	-1.5	4.1	-0.4
SENP6 block	-14.5	-1.0	43.6	-0.8	-10.7	-35.4
HKDC1 inh	-3.5	-9.2	-7.4	-5.1	-3.8	1.9

(7) COc1cccc(/C=C2\Oc3ccc(O)cc3C2=O)c1O
(8) Cc1c(C(=O)NNC(=O)Nc2ccc([N+](=O)[O-])cc2)oc2ccccc12
(9) O=[N+]([O-])c1ccccc1S(=O)(=O)Nc1ccc(S(=O)(=O)N2CCOCC2)cc1
(10) CCOC(=O)C1C2C=CC3(CN(c4cccc(Cl)c4)C(=O)C13)O2 (stereo not drawn)
(11) CCOC(=O)CNC(=O)C1COc2ccccc2O1 (stereo not drawn)
(12) Cc1ccc(C2(COC(=O)C(C)C)CO2)c(OC(=O)C(C)C)c1 (stereo not drawn)

assay / entry	7	8	9	10	11	12
Apaf1 inhib	13.2	19.3	4.2	-1.7	5.8	18.8
NALP3 yeast inh	44.5	10.6	9.5	12.6	10.1	17.0
PfG6PD inh	-18.4	-18.4	-30.7	2.2	-6.1	11.7
SENP7 block	64.4*	-0.8	-9.7	-1.3	7.8	-0.1
SENP8 block-1	55.8*	8.1	3.3	1.0	2.7	-14.8
SENP8 block-2	-175.0	8.8	19.8	-8.7	18.3	38.5
SENP1 FRET inh	-26.6	1.3	0.6	-149.9	0.8	4.5
SENP6 block	71.1*	-2.6	15.5	20.6	-11.6	-2.8
HKDC1 inh	3.5	-5.6	1.4	1.4	0.1	-3.4

Full records, quoted from the list. Order of screens: Apaf1 inhib, NALP3 yeast inh, PfG6PD inh, SENP7 block, SENP8 block-1, SENP8 block-2, SENP1 FRET inh, SENP6 block, HKDC1 inh
O=[N+]([O-])c1ccccc1S(=O)(=O)Nc1ccc(S(=O)(=O)N2CCOCC2)cc1 in the list: 4.2, 9.5, -30.7, -9.7, 3.3, 19.8, 0.6, 15.5, 1.4
CCOC(=O)C1C2C=CC3(CN(c4cccc(Cl)c4)C(=O)C13)O2 (stereo not drawn) in the list: -1.7, 12.6, 2.2, -1.3, 1.0, -8.7, -149.9, 20.6, 1.4

Next part
(13) O=S(Cc1ccccc1)CC(O)(c1ccccc1)c1ccccc1 (stereo not drawn)
(14) OCCC1CN(Cc2cnc(-c3ccccc3)s2)CCN1CCc1ccccc1 (stereo not drawn)
(15) O=C(NCCSCc1c(F)cccc1Cl)c1ccco1
(16) COc1cccc(/C=N/NC(=O)c2ccc(OCc3cccc(Br)c3)cc2)c1
(17) CN(C)c1ccc(C(=O)OCC(=O)Nc2ccc(N3CCOCC3)cc2)cc1
(18) CCOC(=O)CSc1nc2c(sc(=S)n2-c2ccccc2)c(=O)n1-c1ccc(OC)cc1OC

assay / entry	13	14	15	16	17	18
Apaf1 inhib	-4.2	-12.3	-1.9	11.4	-26.8	18.9
NALP3 yeast inh	10.6	1.3	27.5	21.4	2.2	10.3
PfG6PD inh	6.8	17.1	13.2	-0.8	9.5	65.1*
SENP7 block	1.2	3.1	1.1	-3.7	7.3	5.3
SENP8 block-1	1.3	5.4	3.4	-1.3	2.7	0.7
SENP8 block-2	8.1	0.5	11.1	11.0	21.7	13.3
SENP1 FRET inh	1.4	-0.7	3.3	0.0	0.7	-0.1
SENP6 block	5.2	9.3	-7.9	7.1	-18.4	8.3
HKDC1 inh	1.9	-7.8	7.6	3.1	-5.2	-3.1

Structures listed so far that have a Cl atom (3):
(4) COc1ccc(NC(=O)N[C@@H](CCSC)C(=O)O)cc1Cl
(10) CCOC(=O)C1C2C=CC3(CN(c4cccc(Cl)c4)C(=O)C13)O2 (stereo not drawn)
(15) O=C(NCCSCc1c(F)cccc1Cl)c1ccco1

assay / entry	4	10	15
Apaf1 inhib	-14.4	-1.7	-1.9
NALP3 yeast inh	9.5	12.6	27.5
PfG6PD inh	0.6	2.2	13.2
SENP7 block	-2.9	-1.3	1.1
SENP8 block-1	-2.1	1.0	3.4
SENP8 block-2	22.3	-8.7	11.1
SENP1 FRET inh	-1.5	-149.9	3.3
SENP6 block	-0.8	20.6	-7.9
HKDC1 inh	-5.1	1.4	7.6

Following part
(19) Oc1ccc2ccc(Cl)cc2c1
(20) CSCCC1NC(=O)N(CC(=O)N2CCc3ccccc3C2)C1=O (stereo not drawn)
(21) CC(=O)OCC1OC(n2c3c(cc(C#N)c2=S)CCCC3)C(OC(C)=O)C(OC(C)=O)C1OC(C)=O (stereo not drawn)
(22) O=C(Cn1cc(COc2cc(F)cc(F)c2)nn1)c1ccc(O)cc1
(23) CN(C)CCCn1c(SCC(=O)N2c3ccccc3Sc3ccccc32)nc2ccccc2c1=O
(24) O=C(NCc1ccccn1)c1ccc(Cl)s1

assay / entry	19	20	21	22	23	24
Apaf1 inhib	·	-4.7	·	·	·	-7.8
NALP3 yeast inh	·	14.7	·	·	·	10.8
PfG6PD inh	12.9	15.0	26.9	-14.7	1.4	-3.6
SENP7 block	·	7.7	·	·	·	8.0
SENP8 block-1	·	-4.4	·	·	·	5.6
SENP8 block-2	-6.8	6.2	-20.3	5.0	5.8	4.9
SENP1 FRET inh	-1.0	-0.9	-10.8	2.4	-0.4	1.9
SENP6 block	·	-6.9	·	·	·	-7.4
HKDC1 inh	4.8	-3.5	-3.3	-4.7	-5.9	16.5
